Screening results as filed in PubChem BioAssay.
FN deposition inh – fibronectin deposition inhibition. AH1F fibroblasts, Alexa488-fibronectin deposition fluorescence, overnight. inhibition, % at 12.6 µM. 350,000 tested, 0.086% active. AID 743247;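 active = mean inhibition across replicates of 30% or more, regardless of how many single replicates reach that level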;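 also: positive control wells lacked labelled fibronectin entirely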
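Material – AH1F fibroblast monolayer, labelled fibronectin deposition · Reagent – labelled fibronectin 24 nM · Timing – 1 h adhesion, overnight exposure · Measured by – fluorescence at 485 nm excitation, 525 nm emission · Read-out – inhibition of fibronectin deposition signal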
CFTR F508del cor – correctors of CFTR F508del function in bronchial epithelial cells; CFBE cells, YFP halide quenching; stimulated with forskolin plus potentiator P3; % fluorescence drop versus neutral controls; activity (quench increase), % at 7.58 µM; 350,000 tested, 0.36% active; AID 720511;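 active = mean added fluorescence quench of at least 8% versus neutral control, with both replicates also reaching 8%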;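 also: cells transiently co-express mutant CFTR-F508del with the halide-sensitive YFP; corrector assay measuring rescue of mutant channel to the surface after 24 h compound exposure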
PglD DTNB – blocks C. jejuni PglD acetyltransferase activity; purified PglD enzyme, DTNB colorimetric CoA detection; inhibition, % at 12.5 µM; 360,000 tested, 0.098% active; AID 602405; in the data active = inhibition above about 16%, passing the limit was not always enough; also: strong numbers were not always called active
Cneo AK release – causes C. neoformans cell lysis | AID 651654 | 360,000 tested, 0.2% active | adenylate kinase release luminescence, 4 h; normalised: neutral wells 0, clomiphene wells 100 | lysis activity, % at 15 µM;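 active = mean lysis activity across replicates of at least 80%, whatever share of replicates individually reach that level; inactive = mean lysis activity below 80%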
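Test system: log-phase Cryptococcus neoformans yeast cells. Input: 5 × 10^6 yeast cells/mL. Medium: fresh YPD growth medium. Doses: single dose. Incubation: static 4 h at 37 °C with compound, 1 h detection. Measured by: luminescent adenylate kinase detection reagent. Read-out: signal increase indicating cell lysis. Benchmarks: Clomiphene.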
miR-122 sensor – miR-122 inhibition in Huh7 cells; Huh7 miR-122 Renilla luciferase sensor, 48 h; neutral wells = 0, positive control = 100; activation (reporter increase), % at 12.5 µM; 340,000 tested, 0.3% active;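 active = mean replicate activation score at least 90 and every replicate individually at or above 90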;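 also: higher luciferase means less miR-122 activity so hits act as miR-122 inhibitors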
INS-1E GSIS act – primary screen for activators of insulin secretion dependent on glucose, INS-1E cells, GLuc reporter luminescence; AID 743287; 370,000 tested, 0.61% active; INS-1E GLuc reporter insulin secretion, 2-3 h; activation, % at 16.6 µM;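 active = lowest replicate activation of at least 40%, so every replicate reaches that level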;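 also: 0% = median of neutral control wells and 100% = median of IBMX positive control wells; some compounds called inactive have numbers as strong as hits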
C2C12 statin – suppression of simvastatin myotoxicity; C2C12 myotubes + simvastatin, ATP luminescence, 48 h; scaled: DMSO 0, geranylgeraniol control 100; rescue of ATP level, % at 7.49 µM; 330,000 tested, 0.78% active;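 active = mean ATP rescue above about 67%, or every replicate alone reaching that limit, limit read from the data, passing the limit was not always enough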;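 also: myotubes were challenged with 10 µM simvastatin during compound exposure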
PGC1a acetyl inh – PGC1a acetylation modulation, inhibitor mode. inhibition, % at 15.6 µM. U2OS PGC1a acetylation, AlphaScreen anti-acetyl-lysine; with virally co-expressed GCN5 acetyltransferase. 350,000 tested, 0.17% active;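 active = every replicate shows inhibition of at least 40%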;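 also: 0% = neutral control wells and 100% = positive control wells; some results beyond the cut were filed as inactive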
* marks the source's active call; other numbers are inactive results; [ ] = dose if it differs, or a comment. Rows were taken by chance (roughly 2.1% active in at least one column).

For COc1ccc(-c2cc(C#N)nc(NN)n2)cc1 the results were FN deposition inh -6, CFTR F508del cor -1.6, PglD DTNB 4, Cneo AK release 1, miR-122 sensor -1, INS-1E GSIS act 2 and PGC1a acetyl inh 3.
CCc1noc(C)c1C(=O)Nc1ccccc1N1CCOCC1 was read as FN deposition inh -2, CFTR F508del cor -3.6, miR-122 sensor 8, INS-1E GSIS act 10 and C2C12 statin 6.
Screening O=C(O)c1ccc(/C=C2\SC(=S)N(NC(=O)c3ccccc3)C2=O)cc1 returned FN deposition inh 6, CFTR F508del cor -3.3, PglD DTNB -8, Cneo AK release -1, INS-1E GSIS act -10 and C2C12 statin -8.
For O=C(NCC1COc2ccccc2O1)c1cccs1 (stereo unspecified) the results were FN deposition inh -1, CFTR F508del cor -1.1, Cneo AK release -1, miR-122 sensor 2, INS-1E GSIS act 1 and C2C12 statin -6.
For COC(=O)c1ccc(NC(=O)c2ccc3c(c2)C(=O)N(Cc2cccnc2)C3=O)cc1 the results were FN deposition inh 7, CFTR F508del cor 3.6, PglD DTNB -3, Cneo AK release 3, miR-122 sensor -3, INS-1E GSIS act -3, C2C12 statin 6 and PGC1a acetyl inh -1.
`CC(C)(C)C(=O)CC1(O)C(=O)N(Cc2ccc(Cl)cc2)c2ccccc21` (stereo unspecified) gave FN deposition inh -4, PglD DTNB 3, Cneo AK release 2 and miR-122 sensor 11.
For C[C@@H]1CN([C@@H](C)CO)C(=O)Cc2cc(NC(=O)Cn3cnnn3)ccc2O[C@@H]1CN(C)Cc1ccc(-c2ccccc2)cc1 the results were CFTR F508del cor 0.9, PglD DTNB 0, Cneo AK release -2, miR-122 sensor -4[16.7 µM], INS-1E GSIS act 2, C2C12 statin -12 and PGC1a acetyl inh -3.
Screening C[C@@H]1CN([C@H](C)CO)C(=O)c2cc(C3=CCCC3)cnc2O[C@H]1CN(C)Cc1ccccc1 returned FN deposition inh 2, CFTR F508del cor -2.8, PglD DTNB 2, Cneo AK release -1, miR-122 sensor 4[16.7 µM], INS-1E GSIS act -17, C2C12 statin 17 and PGC1a acetyl inh -28.
`O=c1c2ccccc2nc(-c2ccccc2)n1O` gave FN deposition inh 1, CFTR F508del cor -0.5, PglD DTNB -2, Cneo AK release 2, miR-122 sensor -2, INS-1E GSIS act 2 and PGC1a acetyl inh 4.
Cc1n[nH]c(=O)n1-c1ccc(C(C)C)cc1 was read as FN deposition inh 4, CFTR F508del cor 0.1, INS-1E GSIS act -13 and PGC1a acetyl inh 4.
O=C(OC(C(=O)Nc1ccc(Cl)c(C(F)(F)F)c1)c1ccccc1)C1=COCCO1 (stereo unspecified) was read as FN deposition inh 4, PglD DTNB 3, Cneo AK release 4, miR-122 sensor 77, INS-1E GSIS act -18 and PGC1a acetyl inh -15.
`C/C(=N/Nc1ccc([N+](=O)[O-])cc1)c1c[nH]c2ccccc12` gave FN deposition inh 0, CFTR F508del cor -1.1, PglD DTNB 3, Cneo AK release -3, miR-122 sensor 6, INS-1E GSIS act 1, C2C12 statin -5 and PGC1a acetyl inh -10.
Screening CC(C)CC(N)c1csc(NC(=O)NCCc2ccccc2)n1 (stereo unspecified) returned CFTR F508del cor -0.4, PglD DTNB -4, Cneo AK release 0, miR-122 sensor 2, C2C12 statin -7 and PGC1a acetyl inh 7.
For CCCCNC(=O)C1(C)CCN1C(=O)c1c(F)ccc(C)c1F (stereo unspecified) the results were FN deposition inh -2, CFTR F508del cor -3.8, PglD DTNB 3, Cneo AK release -1, miR-122 sensor -2, INS-1E GSIS act 5 and C2C12 statin -1.
`C/C=C/c1ccc2c(c1)O[C@H](CN(C)C(=O)c1ccncc1)[C@H](C)CN([C@H](C)CO)S2(=O)=O` gave FN deposition inh -5, CFTR F508del cor -3.4, PglD DTNB 12, Cneo AK release 53, miR-122 sensor -20[16.7 µM], INS-1E GSIS act 31, C2C12 statin -12 and PGC1a acetyl inh -4.
CN1CCN(C(=O)C[C@H]2CC[C@H]3[C@H](COc4ccc(NC(=O)c5ccc(F)c(F)c5)cc4C(=O)N3C)O2)CC1 was read as FN deposition inh -11, CFTR F508del cor 2.8, PglD DTNB 2, Cneo AK release -1, miR-122 sensor 10[16.7 µM], INS-1E GSIS act 7, C2C12 statin -11 and PGC1a acetyl inh -2.
For C[C@@H]1CCCCO[C@H](CN(C)Cc2ccc(C(F)(F)F)cc2)[C@@H](C)CN([C@@H](C)CO)C(=O)c2cc(NC(=O)Nc3ccc(C(F)(F)F)cc3)ccc2O1 the results were FN deposition inh 0, CFTR F508del cor 2.0, PglD DTNB -2, Cneo AK release 46, miR-122 sensor -3[16.7 µM], INS-1E GSIS act -18 and PGC1a acetyl inh 24.
Cc1cc(CNC(=O)CC2C(=O)NCCN2CC(c2ccccc2)c2ccccc2)on1 (stereo unspecified) was read as FN deposition inh 12, CFTR F508del cor 1.7, INS-1E GSIS act -13 and PGC1a acetyl inh 2.
For O=c1cc(O)n(-c2ccccc2F)c(=S)[nH]1 the results were CFTR F508del cor -1.4, PglD DTNB -4, Cneo AK release -2, miR-122 sensor 3, INS-1E GSIS act 6, C2C12 statin -63 and PGC1a acetyl inh -12.
CC(C)NC(=O)Nc1ccc2c(c1)CC(=O)N([C@H](C)CO)C[C@@H](C)[C@H](CN(C)C(=O)Nc1ccc(C(F)(F)F)cc1)O2 was read as CFTR F508del cor -0.9, PglD DTNB -2, Cneo AK release 5, miR-122 sensor 4[16.7 µM], INS-1E GSIS act 0, C2C12 statin 3 and PGC1a acetyl inh 5.
For CC(C)CC#Cc1cnc2c(c1)C(=O)N([C@@H](C)CO)C[C@@H](C)[C@@H](CN(C)Cc1ccccn1)O2 the results were FN deposition inh -13, CFTR F508del cor -2.5, PglD DTNB 0, Cneo AK release 2, miR-122 sensor 0[16.7 µM], INS-1E GSIS act 11, C2C12 statin -29 and PGC1a acetyl inh -6.
Screening Cc1ccc(NCc2ccc(O)c3ncccc23)cc1 returned FN deposition inh 10, CFTR F508del cor -2.8, INS-1E GSIS act 6 and PGC1a acetyl inh 7.
`O=C(CSc1nnc2ccccn12)NC(=O)c1cccc([N+](=O)[O-])c1` gave FN deposition inh 4, CFTR F508del cor 2.0, PglD DTNB -9, Cneo AK release 0, miR-122 sensor -2, INS-1E GSIS act 15, C2C12 statin -4 and PGC1a acetyl inh 2.
Screening O=S(=O)(c1ccc2oc(=S)[nH]c2c1)N1CCOCC1 returned FN deposition inh 4, CFTR F508del cor -11, PglD DTNB 0, Cneo AK release 0, miR-122 sensor -2, INS-1E GSIS act 22, C2C12 statin 17 and PGC1a acetyl inh -2.
`Oc1ccccc1-c1nc2cnccn2c1Nc1ccc2c(c1)OCCO2` gave CFTR F508del cor 2.2, PglD DTNB 3, Cneo AK release -3, miR-122 sensor -3, INS-1E GSIS act 9, C2C12 statin -12 and PGC1a acetyl inh 8.
C=CCC[C@@H](Cc1ccc(F)cc1)C(=O)OC[C@@H]1CCCN1C(=O)[C@@H](CC=C)CC(=O)N[C@@H](CO)Cc1ccccc1 was read as FN deposition inh -13, CFTR F508del cor 2.4, PglD DTNB -1, Cneo AK release 2, miR-122 sensor -9, INS-1E GSIS act -6, C2C12 statin -2 and PGC1a acetyl inh 4.
Screening COc1ccc(NC(=O)Nc2ccc3c(c2)C(=O)N([C@H](C)CO)C[C@H](C)[C@H](CN(C)C(=O)NC2CCCCC2)OCCCC[C@H](C)O3)cc1 returned CFTR F508del cor -2.0, PglD DTNB 1, Cneo AK release 55, miR-122 sensor -5[16.7 µM], INS-1E GSIS act -1 and PGC1a acetyl inh 9.
`Cc1cc(C)nc(NS(=O)(=O)c2ccc(NC(=O)c3cccs3)cc2)n1` gave PglD DTNB -5, Cneo AK release -6, miR-122 sensor -1, C2C12 statin -3 and PGC1a acetyl inh 3.
For CC(=O)C1=C(O)C(=O)N(CC(=O)O)C1c1ccccc1Cl (stereo unspecified) the results were FN deposition inh 11, PglD DTNB 3, Cneo AK release 6 and C2C12 statin 6.
Screening O=C(NN/C(=N/S(=O)(=O)c1ccc(Cl)cc1)c1ccccc1)c1cccc(Cl)c1 returned FN deposition inh -8, CFTR F508del cor 3.7, PglD DTNB -2, Cneo AK release -2, miR-122 sensor 7, INS-1E GSIS act 20 and C2C12 statin 0.

Two entries picked at random from the list so far:
For CC(=O)C1=C(O)C(=O)N(CC(=O)O)C1c1ccccc1Cl (stereo unspecified) the results were FN deposition inh 11, PglD DTNB 3, Cneo AK release 6 and C2C12 statin 6.
Screening O=C(O)c1ccc(/C=C2\SC(=S)N(NC(=O)c3ccccc3)C2=O)cc1 returned FN deposition inh 6, CFTR F508del cor -3.3, PglD DTNB -8, Cneo AK release -1, INS-1E GSIS act -10 and C2C12 statin -8.

The results go on.
Cc1ccc(S(=O)(=O)N2CCN(C(=O)CCC(=O)N3CCc4ccccc43)CC2)cc1 was read as PglD DTNB -1, Cneo AK release 0, miR-122 sensor -2, C2C12 statin 18 and PGC1a acetyl inh -11.
CCN(CC)C(=O)[C@H]1C[C@H](CC(=O)NCc2cccc(C(F)(F)F)c2)C(=O)N2CCc3c([nH]c4cc(-c5ccco5)ccc34)[C@]12C was read as PglD DTNB 2, Cneo AK release 3, miR-122 sensor -6, C2C12 statin -7 and PGC1a acetyl inh -9.
Screening Nc1nc(N)c2nc(-c3ccccc3)c(N)nc2n1 returned FN deposition inh 3, CFTR F508del cor 0.4, PglD DTNB -4, Cneo AK release 0, miR-122 sensor -1, C2C12 statin 5 and PGC1a acetyl inh 4.
Screening Cc1ccc(OCCn2c(=O)sc3ccccc32)cc1 returned PglD DTNB -4, Cneo AK release -2, miR-122 sensor -4 and PGC1a acetyl inh -10.
For COc1cc(C2C(C(C)=O)=C(O)C(=O)N2Cc2ccccc2)ccc1O (stereo unspecified) the results were FN deposition inh -1, CFTR F508del cor -2.3, PglD DTNB -8, Cneo AK release 3, miR-122 sensor -3, INS-1E GSIS act -9, C2C12 statin -5 and PGC1a acetyl inh -5.
Cc1ccccc1-n1nnnc1-c1ccccc1 was read as FN deposition inh 3, PglD DTNB 4, Cneo AK release 0, miR-122 sensor 13, C2C12 statin 0 and PGC1a acetyl inh -3.
CCC(=O)N1[C@H](CO)[C@@H]2c3ccccc3N(C(=O)c3ccncc3)C[C@@H]21 was read as CFTR F508del cor -1.7, PglD DTNB 0, Cneo AK release 56, miR-122 sensor -17[16.7 µM], INS-1E GSIS act 1, C2C12 statin -4 and PGC1a acetyl inh 10.
`O=C(c1cccc(COc2ccc(Cl)cc2Cl)c1)N1CCN(c2ccccn2)CC1` gave PglD DTNB 4, Cneo AK release 0, miR-122 sensor 3, INS-1E GSIS act -2, C2C12 statin 34 and PGC1a acetyl inh 1.
Screening O=C(O)C[C@@H]1C=C[C@H](NC(=O)c2ccccc2F)[C@@H](CO)O1 returned FN deposition inh -8, CFTR F508del cor -3.1, INS-1E GSIS act 3, C2C12 statin -1 and PGC1a acetyl inh 3.
CC1CCC(NC(=O)CSc2nncn2C)CC1 (stereo unspecified) was read as FN deposition inh -3, CFTR F508del cor -1.7, PglD DTNB 9, Cneo AK release 0, miR-122 sensor -1, INS-1E GSIS act 2, C2C12 statin 1 and PGC1a acetyl inh -7.
For COC(=O)c1ccc2nc(-c3cccc(Cl)c3)c(Cc3ccsc3)n2c1 the results were FN deposition inh -13, CFTR F508del cor 2.0, PglD DTNB -3, Cneo AK release 1, miR-122 sensor 3, INS-1E GSIS act 4, C2C12 statin -5 and PGC1a acetyl inh -8.
